Screening results deposited in PubChem BioAssay by National Center for Advancing Translational Sciences (NCATS).
FLuc modulator – qHTS profiling assay for firefly luciferase inhibitor/activator using purifed enzyme and Km concentrations of substrates (counterscreen for miR-21 project). Luciferin 4-monooxygenase (Photinus pyralis), P08659. purified FLuc, Km substrates, luminescence inhibition. Potency, µM (series often up to 57.5 µM), without a hit: at the top dose activity change, negative = inhibition, hits mostly inhibitors. hit rate 6.9% among 360,000;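 also: plate controls were vehicle for no effect and reference inhibitor for full effect; nearly all actives have a fitted effect of over 55% in size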
Target sequence (P08659 whole entry, looked up): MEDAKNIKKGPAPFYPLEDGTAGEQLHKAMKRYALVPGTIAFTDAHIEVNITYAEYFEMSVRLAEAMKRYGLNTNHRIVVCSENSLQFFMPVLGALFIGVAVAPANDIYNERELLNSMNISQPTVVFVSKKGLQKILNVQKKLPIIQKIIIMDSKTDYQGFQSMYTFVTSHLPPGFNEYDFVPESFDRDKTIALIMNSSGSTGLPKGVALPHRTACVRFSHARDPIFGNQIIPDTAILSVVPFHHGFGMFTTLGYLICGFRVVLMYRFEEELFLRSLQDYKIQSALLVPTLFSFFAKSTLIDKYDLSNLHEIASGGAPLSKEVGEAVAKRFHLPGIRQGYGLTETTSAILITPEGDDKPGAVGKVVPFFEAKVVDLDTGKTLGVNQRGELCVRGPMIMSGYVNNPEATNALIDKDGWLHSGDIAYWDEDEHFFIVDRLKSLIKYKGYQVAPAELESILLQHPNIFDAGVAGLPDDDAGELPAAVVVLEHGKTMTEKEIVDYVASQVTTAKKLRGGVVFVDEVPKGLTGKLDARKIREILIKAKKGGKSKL
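Purified P. pyralis luciferase, 10 nM final, with Km-level 10 uM D-luciferin and 10 uM ATP in 50 mM Tris acetate pH 7.5, 10 mM Mg acetate, 0.01% Tween-20, 0.05% BSA; 6-point qHTS titration about 60 µM downward; luminescence read.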
RORg inh – qHTS for inhibitors of ROR gamma transcriptional activity; Drosophila S2 Gal4-RORgamma UAS-luciferase reporter, 20 h; Potency, µM (top dose mostly 53.6 µM), for inactives: at the top dose activity change, negative = inhibition, hits mostly inhibitors; hit rate 5.4% among 310,000; also: % is scaled to controls: 0 for no effect and ±100 for the full control effect; nearly all actives have a fitted effect of over 60% in size
Target sequence (P51450 whole entry, looked up, the tested form may be a part): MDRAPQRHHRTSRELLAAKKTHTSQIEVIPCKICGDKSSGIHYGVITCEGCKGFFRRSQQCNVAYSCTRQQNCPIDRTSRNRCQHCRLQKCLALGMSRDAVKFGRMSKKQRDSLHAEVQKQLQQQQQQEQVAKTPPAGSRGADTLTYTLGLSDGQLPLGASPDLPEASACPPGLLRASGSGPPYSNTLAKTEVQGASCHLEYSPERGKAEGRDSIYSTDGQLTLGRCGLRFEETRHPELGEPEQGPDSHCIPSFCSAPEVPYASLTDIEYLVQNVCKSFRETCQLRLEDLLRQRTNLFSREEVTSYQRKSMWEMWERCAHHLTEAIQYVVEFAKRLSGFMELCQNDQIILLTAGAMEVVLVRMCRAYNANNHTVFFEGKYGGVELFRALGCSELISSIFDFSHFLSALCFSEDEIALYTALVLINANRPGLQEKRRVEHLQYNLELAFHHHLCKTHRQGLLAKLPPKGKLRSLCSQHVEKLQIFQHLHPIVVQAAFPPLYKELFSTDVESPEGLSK
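Luminescence from a UAS-regulated Photinus luciferase reporter in stably transfected Drosophila Schneider cells is measured; decreased signal marks ROR gamma inhibition. Fusion expression is induced by 700 uM copper sulfate for 20 hr.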
BRCA1 expr up – qHTS Assay to Identify Small Molecule Activators of BRCA1 Expression. MCF7-BRCA1-FFLuc reporter, luminescence, 48 h; response scale: scaled: vehicle 0%, 10 µM genistein 100%. Potency, µM (top dose mostly 46.1 µM), for the others: at the highest dose activation, hits mostly activators. hit rate 1.1% among 380,000. AID 624202, 2012; also: nearly all actives have a fitted effect of over 80% in size; some results filed as inactive show a strong effect at the top dose
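Luminescence from a BRCA1-driven firefly luciferase in MCF7 cells was read after 48 h compound exposure at 37 C. Data normalized against DMSO and a 10microM genistein activation control, then curve-fitted across the titration.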
uPA surface inh – qHTS for Inhibitors of Cell Surface uPA Generation. cell surface uPA generation assay, qHTS. Potency, µM (highest dose often 38.3 µM), for inactives: at the highest dose activity change, negative = inhibition, hits mostly inhibitors. hit rate 0.31% among 330,000. AID 540303, 2011; active = well fitted inhibition curve with a large enough effect; inconclusive = small, poorly fitted or top-dose-only effect; inactive = no such curve, though single readings can be large or run the other way; tested in mouse RAW 264.7 cells; also: % is scaled to controls: 0 for no effect and ±100 for the full control effect; nearly all actives have a fitted effect of over 55% in size
VP16 counter – VP16 counterscreen qHTS for inhibitors of ROR gamma transcriptional activity | Drosophila S2 Gal4-VP16 UAS-luciferase, luminescence, 20 h | Potency, µM (top dose mostly 53.6 µM), for inactives: at the top dose activity, negative = inhibition, usual class: inhibitors | hit rate 3.5% among 310,000 | AID 2546, 2010;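 also: Gal4-VP16 expression switched on by copper sulfate through the metallothionein promoter; % is scaled to controls: 0 for no effect and ±100 for the full control effect; nearly all actives have a fitted effect of over 50% in size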
NPC1 promoter act – qHTS Assay for NPC1 Promoter Activators | Potency, µM (series often up to 9.22 µM), for the others: top-dose activation, actives largely listed as activators | Huh7 NPC1 promoter luciferase reporter, 24 h | AID 485313, 2010 | hit rate 2.4% among 320,000;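 also: % of control where 0% means no effect; nearly all actives have a fitted effect of over 60% in size; reporter is driven by a mutant NPC1 promoter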
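NPC1 promoter–luciferase Huh7 cells; 24 h compound; luminescence.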
p53 reactivator – qHTS assay for re-activators of p53 using a Luc reporter; H1299 p53-A138V BP100-luciferase reporter, luminescence, 24 h; AID 504706, 2011; Potency, µM (titrated, usually from 92.2 µM), without a hit: top-dose activity change, positive = activation, most hits filed as activators; hit rate 0.063% among 320,000; also: % of control where 0% means no effect; nearly all actives have a fitted effect of over 45% in size
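H1299 (p53-null), stable ts p53-A138V + BP100-Luc; 1000 cells/well, Opti-MEM/10% FBS; cpd 4 pt, 1:5; 24 h, 37 deg C, 5% CO2; detection reagent 10 min RT; luminescence.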
Rab9 promoter act – qHTS Assay for Rab9 Promoter Activators; Huh7 Rab9 promoter-luciferase reporter, luminescence, 24 h; Potency, µM (top dose mostly 9.22 µM), for inactives: top-dose activation, negative = inhibition, most hits filed as activators; hit rate 2.8% among 320,000; also: % of control where 0% means no effect; nearly all actives have a fitted effect of over 60% in size
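Huh7 cells stably carrying Rab9 promoter–luciferase reporter, plated 1500 cells/well, compound added after 2 h and incubated 24 h at 37 °C; luciferase luminescence then read after 10 min with detection reagent.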
ELG1 genotoxic – qHTS screen for small molecules that induce genotoxicity in human embryonic kidney (HEK293T) cells expressing luciferase-tagged ELG1; Potency, µM (series often up to 46 µM), without a hit: at the top dose activity change, positive = activation, usual class: activators; hit rate 1.3% among 330,000; HEK293T ELG1-luciferase reporter, luminescence, 16 h; also: % of control where 0% means no effect; nearly all actives have a fitted effect of over 60% in size
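HEK293T cells expressing luciferase-tagged ELG1 were exposed to compound or DMSO vehicle for 16 hr at 37 °C and 5% CO2. Luciferase activity was then measured with ONE-Glo after 30 min at room temperature.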
MBNL1-CUG inh – qHTS Assay for Inhibitors of MBNL1-poly(CUG) RNA binding. hit rate 0.036% among 280,000. Potency, µM (series often up to 57.5 µM), without a hit: at the top dose activity change, negative = inhibition, actives largely listed as inhibitors. Muscleblind-like protein 1 (Homo sapiens), Q9NR56. AID 2675, 2010. TR-FRET MBNL1-His/biotin-(CUG)12 binding, 665/545 ratio; active = well fitted inhibition curve with a large enough effect in the signal ratio, with a control signal flat, not every such curve was filed as active; inconclusive = small, poorly fitted or top-dose-only effect, or effect the other way, or a change in a side signal; inactive = no such curve, though single readings can be large or run the other way; the % refers to the signal ratio; also: % is scaled to controls: 0 for no effect and ±100 for the full control effect
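Compound titration spanned 92 nM–58 uM against the MBNL1-His/biotin-(CUG)12 complex. After 60 min at room temperature with 5 nM streptavidin-XL665 and 0.055 ng/ul terbium anti-His, ratiometric 665/545 nm emission (Ex 340 nm) normalized to controls.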
* = called active by the depositor; ? = inconclusive; nt = not tested or not shown; [ ] = remark or other dose. Unless noted, calls follow the shape of the dose curve; as a rule, active = well fitted curve in the direction sought with a large enough effect; inconclusive = small, poorly fitted or top-dose-only effect, or another doubt; inactive = no such curve, though single readings can be large; an effect the other way counts as inactive or inconclusive. Potency is read from the fitted curve at half-maximal effect. Outcome played no part in choosing rows; 13% or so of the library scored in one or more.

SMILES	FLuc modulator	RORg inh	BRCA1 expr up	uPA surface inh	VP16 counter	NPC1 promoter act	p53 reactivator	Rab9 promoter act	ELG1 genotoxic	MBNL1-CUG inh
COC(=O)COn1c(-n2nc(C)cc2C)nc2ccccc2c1=O	3%	4µM*	16%	-3%	8.9µM*	5%	12%	-5%	2%	2%
COC(=O)CCCC(=O)NC1CCCN(C2Cc3ccccc3C2)C1 (stereo not given)	-4%	-15%[1.91 µM]	1%	-5%	-8%	-1%	3%	11%	-1%	7%
CCOC(=O)N1CCN(Cc2nc(-c3ccc(C)cc3)no2)CC1	1%	23%	4%	6%	-1%[0.365 µM]	1%	1%	-3%	26%	0%
COc1ccccc1C(OC(=O)c1ccco1)C(=O)NC(C)(C)C (stereo not given)	-1%	20%	-23%	-3%	-7%	-2%	-4%	7%	2%	0%
S=C(NCc1ccc2c(c1)OCO2)Nc1ccc(-c2nc3ccccc3[nH]2)cc1	?	?	-23%	-2%	25%	0%	14%	21%	1%	23%
CN(C)CC(O)CN1C(=O)N(CN2C(=O)N(CC(O)CN(C)C)C(=O)C2(C)C)C(C)(C)C1=O (stereo not given)	6%	20%	17%	5%	5%	-4%	-1%	2%	0%	-2%
CC(=O)c1ccc2noc(-c3ccc(C)cc3)c2c1	-25%	?	59%	?	?	1%	1%	-2%	-5%	?
c1ccc(-n2nnnc2-c2cnc(-c3cccnc3)nc2-c2cccs2)cc1	-5%	9%	-19%	-7%	-14%	-2%	-7%	0%	-2%	15%
OCc1c(Cl)nc2ccccn12	-1%	-1%	25%	0%	-5%	-5%	2%	-2%	1%	0%
O=C(C1CCOCC1)N1CCCC(N2CCN(c3ccc(F)cc3)CC2)C1 (stereo not given)	1%	7%	16%	11%	9%	12%	12%	-10%	0%	-5%
Cc1ccc(NC(=S)N(CCN(C)C)Cc2cccs2)cc1	0%	?	2%	-8%	6%	-8%	0%	-2%	-4%	-2%
COc1cccc(NC(=S)N(CCCN2CCC(C)CC2)Cc2cccs2)c1	1%	-23%	-2%	-4%	18%	-4%	-2%	-2%	-3%	-2%
CSCCC(NC(=O)c1ccccc1)C(=O)NCCCSc1ccccc1 (stereo not given)	2%	nt	-9%	-2%	nt	-3%	-1%	-4%	-1%	nt
Cc1c(NC(=O)c2cnn3cccnc23)c(=O)n(-c2ccccc2)n1C	-2%	33%	26%	0%	3%	1%	0%	-1%	-1%	-3%
CCOC(=O)Cn1c(=O)oc2cc(S(=O)(=O)Nc3cc(Cl)ccc3OC)ccc21	3%	6%	-45%	4%	-3%	-2%	9%	-2%	1%	-12%
O=C(NCc1ccncc1)C(=O)NCC1OCCCN1S(=O)(=O)c1ccccc1 (stereo not given)	0%	24%	-2%	2%	-4%	0%	2%	-4%	-1%	-2%
CCc1ccc(C2CC(=O)N(c3ccc(F)cc3)C3=C2C(=O)OC3)cc1 (stereo not given)	-4%	1%	-2%	-20%	-5%	1%	-5%	-1%	6%	14%
CCCNC(=O)CS(=O)(=O)Cc1nc(-c2ccccc2C)oc1C	0%	-2%	-9%	5%	-4%	0%	2%	-1%	-11%	?
O=C(Nc1ccc(N2CCOCC2)c(Cl)c1)c1ccc2c(c1)OCCO2	?	0.79µM*	94%	-29%	?	0%	-2%	6%	-1%	-1%
Cc1nnc(SCCN2CCOCC2)n1C	1%	3%	3%	1%	-1%	-4%	-1%	-8%	0%	8%

(more compounds)
SMILES	FLuc modulator	RORg inh	BRCA1 expr up	uPA surface inh	VP16 counter	NPC1 promoter act	p53 reactivator	Rab9 promoter act	ELG1 genotoxic	MBNL1-CUG inh
O=C(O)c1nn(-c2cccc(C(F)(F)F)c2)ccc1=O	-2%	-4%	5%	2%	8%	-2%	0%	-4%	-4%	2%
CCN(CC)CCNC(=O)c1ccc2c(c1)ncn2C1CCCCC1	-1%	1%	-17%	4%	-1%	4%	-4%	1%	2%	-7%
COc1cc(OC)c(-c2c3cc(O)c(=O)cc-3oc3cc(O)c(O)cc23)cc1OC	?	?	-35%	-3%	?	-15%	-11%	-8%	-8%	?
CCOc1ccc(CCNC(=O)COC(=O)/C=C/c2ccccc2)cc1OCC	1%	nt	-4%	-9%	nt	-2%	-2%	-3%	-1%	nt
Cc1c(NC(=O)/C(C#N)=C/c2ccc(-c3ccc(Cl)c(Cl)c3)o2)c(=O)n(-c2ccccc2)n1C	-20%	29%	-41%	-18%	-5%	-4%	-20%	-4%	-13%	?
C=CCc1cccc(/C=C/c2cc(=O)c3ccccc3[nH]2)c1O	-10%	45%	9%	-9%	-2%	?	?	?	?	23%
CC1(C2CC2)NC(=O)N(CC(=O)N2CCN(c3ccc(F)cc3)CC2)C1=O (stereo not given)	0%	nt	0%	8%	nt	-2%	1%	-1%	5%	nt
CCOC(=O)c1cc(-c2ccc(F)cc2)n(CC(=O)NC(C)CC)c1C (stereo not given)	3%	-17%	-15%	0%	-2%	-3%	-1%	0%	-10%	3%
Cc1ccc(N2CC(=O)N(NC(=O)c3sc4nc(C)cc(C)c4c3N)CC2=O)cc1	-1%	15%	-4%	0%	-1%	0%	0%	1%	0%	38%[activator]
O=C(CN(Cc1ccco1)S(=O)(=O)c1ccccc1)N/N=C/c1ccccc1C(=O)O	6%	-1%	-1%	4%	3%	1%	-3%	-7%	0%	9%
OC1c2cc(Br)ccc2N=C2CCCN21 (stereo not given)	1%	23%	-86%[inhibitor]	?	-7%	-11%	-17%	-4%	-8%	-11%
CCn1cc(C(=O)NCc2ccco2)c2cc(OC)c(OC)cc2c1=O	6%	?	11%	-8%	-9%	-3%	-8%	9%	0%	?
CCC(c1nnnn1Cc1ccccc1)N(Cc1ccco1)Cc1cc2cc(OC)ccc2[nH]c1=O (stereo not given)	1%	9%	-47%	-1%	4%	-5%	-4%	3%	1%	9%
Cn1c(=O)c2c(nc(Cc3ccc(N)cc3)n2C)n(C)c1=O	1%	-10%	-6%	2%	3%	-1%	2%	-3%	1%	-2%
Cc1ccc(OCCOCCN2CCN(C)CC2)c([N+](=O)[O-])c1	-1%	-5%	-11%	nt	2%	-3%	2%	-8%	1%	-6%
COc1ccc(C(=O)COC(=O)C2CC3CCCC(C2)C3=O)cc1Br (stereo not given)	-14%	nt	-15%	-10%	nt	0%	-1%	-2%	15%	nt
Cn1cc(CN2CCN(c3ccccc3)CC2)c2ccccc21	7%	-1%	-13%	nt	-12%	-6%	18%	-1%	-4%	-6%
COc1ccc(C(=O)N2CCC(N3CCN(c4ccccc4)CC3)CC2)cc1	1%	-10%	-1%	6%	13%	-1%	1%	1%	-1%	-3%
CCC(=O)Nc1ccc2c(c1)N(C(C)=O)c1ccccc1CC2	6%	-43%	-2%	-2%	15%	2%	nt	0%	1%	-3%
O=C(N/N=C/c1c(Cl)[nH]c2ccccc12)c1sc2ccccc2c1Cl	19µM*	?	-76%	-10%	?	-6%	?	-1%	0%	4%

Later entries:
SMILES	FLuc modulator	RORg inh	BRCA1 expr up	uPA surface inh	VP16 counter	NPC1 promoter act	p53 reactivator	Rab9 promoter act	ELG1 genotoxic	MBNL1-CUG inh
O=C(COC(=O)c1cc([N+](=O)[O-])ccc1N1CCOCC1)Nc1ccccc1OC(F)F	0%	nt	-13%	-4%	nt	-6%	-5%	0%	1%	nt
C/C(=N/NC(=O)c1cccs1)c1ccc(NC(=O)COc2ccc(Cl)cc2Cl)cc1	-9%	-16%	-40%	0%	0%	-8%	1%	-12%	8%	0%
CCC(C)NC(=O)[C@@H]1CSC2c3ccccc3C(=O)N21 (stereo not given in full)	5%	9%	-8%	0%	7%	-2%	-3%	-5%	-1%	-1%
CCOc1ccc2c(c1)/C(=N/N1C(=O)c3ccccc3C1=O)C(=O)N2	7%	-9%	-23%	-1%	27%	0%	-1%	-5%	6%	?
CC(=O)Nc1cccc2c1C(=O)N(c1ccccc1OC(C)=O)C2=O	5%	-11%	3%	0%	-6%	-1%	1%	-6%	1%	?
N#CC(c1cccc(C(F)(F)F)c1)(c1ncc(C(F)(F)F)cc1Cl)N1CCOCC1 (stereo not given)	0%	?	-25%	nt	?	-3%	5%	-2%	-3%	3%
O=C(Nc1ccc2oc(-c3ccc(Cl)c(Cl)c3)nc2c1)c1ncn[nH]1	?	0%	?	-2%	-13%	0.5µM*	12%	0.71µM*	?	-3%
c1coc(-c2nc3c4c5c(sc4ncn3n2)CCCC5)c1	-14%	-19%	-26%	-3%	-3%	9%	10%	-4%	-1%	7%
O=S(=O)(c1cccc(-c2nnc(SCc3nc4ccccc4s3)o2)c1)N1CCOCC1	19µM*	3%	27%	-6%	7%	?	?	?	6%	10%
CCN(C(=O)COC(=O)c1cnc(C)cn1)C1CCCCC1	8%	-3%	-8%	3%	-8%	1%	9%	3%	0%	-21%
